Bioassay records as filed in PubChem BioAssay.
Rad51 HR inh: Rad51 (human) homologous recombination inhibition; Q06609; hRad51 DNA strand exchange, fluorescence dequenching; inhibition, % at 10 µM; 0.085% of 200,000 active; AID 1385;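 active = inhibition above 40% at the single screening dose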;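 note: 0% = DMSO control wells and 100% = blanks with heterologous ssDNA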
Target sequence (Q06609 whole entry, looked up): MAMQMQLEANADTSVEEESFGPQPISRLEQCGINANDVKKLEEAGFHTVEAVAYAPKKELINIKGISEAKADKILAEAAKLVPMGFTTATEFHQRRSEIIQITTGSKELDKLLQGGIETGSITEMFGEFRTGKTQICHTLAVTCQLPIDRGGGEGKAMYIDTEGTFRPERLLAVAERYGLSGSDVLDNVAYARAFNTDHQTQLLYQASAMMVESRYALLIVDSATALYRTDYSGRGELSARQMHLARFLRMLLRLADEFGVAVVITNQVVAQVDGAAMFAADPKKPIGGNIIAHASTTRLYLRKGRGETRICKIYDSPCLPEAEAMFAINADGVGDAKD
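Test system: preformed human Rad51 ssDNA filaments; also added: Donor/quencher-labelled 47-bp dsDNA substrate; doses: 10 µM final, single point; times: 37 °C 15-min filament assembly, 30-min compound preincubation, 15-min exchange; detection: FRET fluorescence dequenching, excitation 485 nm, emission 520 nm; read-out basis: Fluorescence-based percent inhibition, control- and blank-normalised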
Hck-Nef inh: human Hck-Nef kinase inhibition | P08631 | Recombinant Hck-YEEI plus Nef, Z-Lyte FRET kinase assay | inhibition, % at 20 µM | 0.68% of 220,000 active | AID 463187;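 active = Hck-Nef kinase inhibition above about 50%, limit read from the data; inactive = inhibition below that limit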;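 note: 0% = DMSO with Hck plus Nef and 100% = Hck alone without Nef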
TbHK1 inh: T. brucei hexokinase 1 inhibition | AID 1430 | 0.11% of 220,000 active | inhibition, % at 10 µM | recombinant TbHK1, G6PDH-coupled NADH A340;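 active = inhibition of 50% or more in the single-dose primary screen; inactive = inhibition below 50%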
EP2 antag: inhibitors of human EP2 prostaglandin E2 receptor; AID 1422; 0.52% of 260,000 active; inhibition, % at 25 µM; C6 glioma cells expressing human EP2, cAMP TR-FRET; cells stimulated with saturating PGE2; P43116;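 active = percent inhibition above 40 after rounding to a whole number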;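 note: rat C6 glioma host cells with rolipram phosphodiesterase inhibitor present; the protocol text gives 20 µM as final concentration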
Target sequence (P43116 whole entry, looked up): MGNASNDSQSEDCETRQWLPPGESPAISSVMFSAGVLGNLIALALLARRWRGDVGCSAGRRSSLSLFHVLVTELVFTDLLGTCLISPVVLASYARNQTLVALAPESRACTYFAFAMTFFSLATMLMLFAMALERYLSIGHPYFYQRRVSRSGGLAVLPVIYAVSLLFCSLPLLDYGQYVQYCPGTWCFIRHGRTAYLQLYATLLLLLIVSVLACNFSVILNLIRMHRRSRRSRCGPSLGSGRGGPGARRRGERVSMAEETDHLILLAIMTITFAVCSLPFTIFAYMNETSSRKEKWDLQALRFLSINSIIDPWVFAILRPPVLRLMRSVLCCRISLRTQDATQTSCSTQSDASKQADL
L929 necroptosis: L929 zVAD cell death inhibition; AID 1377; 0.38% of 220,000 active; L929 zVAD necroptosis rescue, ATP luminescence, 24 h; with zVAD 60 µM; viability rescue, % at 10 µM;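 active = activation, scaled between plate controls, above about 75%, limit read from the data; inactive = activation under that limit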;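 note: 0% = zVAD with DMSO and 100% = DMSO alone without zVAD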
EP2 mod: EP2 receptor (human) modulation. P43116. EP2-expressing cells, cAMP HTRF FRET, PGE2 co-stimulation. induction, % at 25 µM. 0.83% of 260,000 active. AID 940;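 active = compounds whose cAMP rise, as percent of the full-agonist control response, exceeds 60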;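 note: rat C6 glioma line stably carrying human EP2 under a CMV promoter; the protocol text gives 20 µM as final concentration; 100% = response of wells given 1 µM PGE2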
eIF4E 4G PPI: inhibitors of eIF4E and eIF4G interaction in translation initiation; P63073+Q04637; TR-FRET eIF4E-eIF4GI(517-606) binding, 2 h; inhibition, % at 21.7 µM; 0.37% of 220,000 active; AID 782;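 active = inhibition above about 30%, limit read from the data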;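 note: 0% = full FRET control wells and 100% = background wells lacking eIF4GI fragment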
Calpain2 inh: blocks pig calpain II enzyme activity | purified calpain II, fluorogenic peptide substrate, 30 min | inhibition, % at 16 µM | 0.37% of 220,000 active;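 active = inhibition above about 50%, limit read from the data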
14-3-3 Bad inh: disrupts binding of bovine 14-3-3 zeta to phospho-Bad peptide | inhibition, % at 21.7 µM | TR-FRET 14-3-3zeta/Dy647-pBad peptide displacement, 1 h | AID 781 | 0.71% of 220,000 active | P63103;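 active = inhibition above about 70%, limit read from the data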;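 note: 0% = full 14-3-3 plus peptide FRET controls and 100% = background without 14-3-3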
Target sequence (P63103 whole entry, looked up): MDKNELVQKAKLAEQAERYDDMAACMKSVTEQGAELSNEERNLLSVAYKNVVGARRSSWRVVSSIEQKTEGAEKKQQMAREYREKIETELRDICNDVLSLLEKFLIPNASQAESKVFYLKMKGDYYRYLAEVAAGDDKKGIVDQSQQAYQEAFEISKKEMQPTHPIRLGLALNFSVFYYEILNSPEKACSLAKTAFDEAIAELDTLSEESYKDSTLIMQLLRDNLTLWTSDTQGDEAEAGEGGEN
* marks the source's active call; other numbers are inactive results; . = not tested or not shown; & = joins results of further samples; [ ] = remark or other dose.

Compound	Rad51 HR inh	Hck-Nef inh	TbHK1 inh	EP2 antag	L929 necroptosis	EP2 mod	eIF4E 4G PPI	Calpain2 inh	14-3-3 Bad inh
CCCSC1=C(C#N)C(c2ccc(OC)cc2)C2=C(CC(C)(C)CC2=O)N1 (stereo not given)	-8.2	-1.1	5.4	10.2	0.0	-22.2	0.9	-29.0	7.8
Cc1sc2ncn(CC(=O)NCCCOC(C)C)c(=O)c2c1S(=O)(=O)N1CCN(c2ncccn2)CC1	1.1	24.2	-0.4	4.2	1.0	6.9	1.0	-25.3	-13.7
CS(=O)(=O)N1CCC(C(=O)NCc2ccccc2)CC1	.	17.7	-0.1	5.7	0.7	5.8	-1.9	-11.3	-9.6
CN(C)c1ccc(NC(=O)c2cccc(N3C(=O)C4C5C=CC(C5)C4C3=O)c2)cc1 (stereo not given)	0.5	-0.6	-16.4	7.7	2.1	-1.7	-0.5	10.7	-3.6
Cc1ccccc1NC(=S)NCC1CCC(CNC(=S)Nc2ccccc2C)CC1 (stereo not given)	-28.0	16.7	-7.6	12.8	0.0	-31.2	-2.3	8.6	2.4
COc1cccc(N2CCN(Cc3nc(N)nc(N4CCCc5ccccc54)n3)CC2)c1	-14.1	-0.2	-5.6	9.4	-0.2	-30.0	2.7	-50.0	-6.7
O=C(CCS(=O)(=O)c1cccc2nsnc12)N1CCN(Cc2ccc3c(c2)OCO3)CC1	1.5	2.4	-7.1	8.0	0.0	19.9	5.8	-32.8	9.9
Cc1nc2sc3c(c2c(=O)n1/N=C/c1cccnc1)CCCC3	26.7	26.8	-10.3	1.3	4.3	-9.7	-2.2	-13.5	-17.6
CC1(C)CC(=O)C2=C(C1)OC(N)=C(C#N)C2c1ccc[nH]1 (stereo not given)	-16.5	17.3	-7.3	18.9	17.2	12.8	1.6	-43.0	-1.3
CCC(CC)C(=O)Nc1cccc(C(=O)c2ccccc2)c1	2.6	-0.8	-3.2	8.6	0.4	-0.8	-10.1[fluorescence artefact?]	2.9	-9.2[fluorescence artefact?]
O=C(CCS(=O)(=O)c1ccc(Cl)cc1)NCCN1C(=O)S/C(=C\c2ccccc2F)C1=O	0.8	2.2	-4.4	6.4	0.3	-24.5	-3.0[fluorescence artefact?]	-45.2	-1.2
COc1ccc(N2CCN(CC(=O)NCc3ccccc3)CC2)cc1	15.4	1.8	-5.3	12.4&5.8	0.1	-8.4&16.6	1.6	-14.4	-8.6

Whole records as entered above. Values in the order: Rad51 HR inh	Hck-Nef inh	TbHK1 inh	EP2 antag	L929 necroptosis	EP2 mod	eIF4E 4G PPI	Calpain2 inh	14-3-3 Bad inh
CN(C)c1ccc(NC(=O)c2cccc(N3C(=O)C4C5C=CC(C5)C4C3=O)c2)cc1 (stereo not given) in the list: 0.5	-0.6	-16.4	7.7	2.1	-1.7	-0.5	10.7	-3.6
CC1(C)CC(=O)C2=C(C1)OC(N)=C(C#N)C2c1ccc[nH]1 (stereo not given) in the list: -16.5	17.3	-7.3	18.9	17.2	12.8	1.6	-43.0	-1.3
O=C(CCS(=O)(=O)c1cccc2nsnc12)N1CCN(Cc2ccc3c(c2)OCO3)CC1 in the list: 1.5	2.4	-7.1	8.0	0.0	19.9	5.8	-32.8	9.9
CS(=O)(=O)N1CCC(C(=O)NCc2ccccc2)CC1 in the list: .	17.7	-0.1	5.7	0.7	5.8	-1.9	-11.3	-9.6

Remaining list, next part:
Compound	Rad51 HR inh	Hck-Nef inh	TbHK1 inh	EP2 antag	L929 necroptosis	EP2 mod	eIF4E 4G PPI	Calpain2 inh	14-3-3 Bad inh
COc1cc2c(cc1OC)C1(Nc3c-2c(-c2ccccc2)nn3-c2ccccc2)C(=O)Nc2ccccc21 (stereo not given)	-6.1	1.0	-25.4	18.4	-0.3	3.5	1.6	-157.1	7.1
Cc1[nH]c2ccccc2c1/C=N/NC(=O)c1cccc([N+](=O)[O-])c1	2.7	29.2	-19.0	21.8	-0.4	-103.5	4.0	-12.4	12.7
CC(C(=O)OCC(=O)Nc1ncc(Cl)cc1Cl)N1C(=O)c2ccccc2C1=O (stereo not given)	-8.6	-0.3	-0.2	13.7	0.3	-17.5	-14.1	-0.1	-9.6
C=CCOc1ccc(/C(O)=C2/C(=O)C(=O)N(CCCn3ccnc3)C2c2cccs2)cc1 (stereo not given)	-6.3	0.1	-20.5	11.6	1.4	44.8	-1.2	-6.8	-4.5
Cc1cc(C)c(S(=O)(=O)NCC(CCC(=O)O)C(F)(F)F)c(C)c1 (stereo not given)	-5.9	11.9	-3.3	3.6	1.1	-48.1	-2.0	-1.6	4.9
CCN(CC)S(=O)(=O)c1cccc(NC(=O)/C=C/c2cccc([N+](=O)[O-])c2)c1	-20.3	-0.2	1.1	16.5	1.7	2.4	-1.1	23.2	4.2
CC(C)(C)C(=O)N1N=C(c2cccc(NS(C)(=O)=O)c2)CC1c1cccs1 (stereo not given)	1.5	23.2	-3.4	11.1	0.2	8.5	-1.2	-42.3	-14.6
CCOC(=O)C1CCCN(c2nnnn2-c2ccccc2)C1 (stereo not given)	.	-4.0	-4.3	.	-0.9	12.7	1.7	-14.9	-5.9
COc1ccc(F)c(CN2CCC(N3CCC(C(=O)N4CCOCC4)CC3)CC2)c1	-4.2	16.6	1.9	1.9	0.5	4.4	0.9	-30.1	-10.0
CCn1c(SCC(=O)N/N=C/C=C/c2ccco2)nc2ccccc21	-13.2	0.7	-36.3	7.1	-0.7	1.0	-1.9[fluorescence artefact?]	4.2	-10.3
Cc1ccc2nc(SC(C)C(=O)NCc3ccco3)[nH]c2c1 (stereo not given)	0.8	0.5	0.3	7.8	0.9	-19.6	8.8	-37.6	9.3
CC(=O)Nc1ccc(NS(=O)(=O)c2ccc3ccccc3c2)cc1	-0.5	0.2	1.1	11.9	-0.7	-38.9	-1.8	-2.9	6.2[fluorescence artefact?]
COc1ccc(NC(=O)CSc2cc(C(=O)c3nccn3C)c3ccccc3n2)cc1	-44.9	19.3	-11.2	2.8	0.1	-55.5	-0.3	-26.8	-6.8
COCc1cc(C)n(CC(=O)Nc2ccccc2C(=O)OC)c(=O)c1C#N	-4.5	-1.6	-14.9	10.7	0.5	-13.2	.	-118.0	.
O=c1[nH]ncn1-c1ccccc1C(F)(F)F	0.0	1.0	-0.9	6.8	-0.1	30.9	-4.8	9.5	-19.7
O=S(=O)(NCCO)c1cccc2cccnc12	10.6	0.1	-5.1	19.6	0.5	10.2	1.3	7.8	-1.8[fluorescence artefact?]
Cc1ccc(S(=O)(=O)N2CCC(=O)N(CCOC(=O)NCc3ccccc3)CC2)cc1	9.3	-2.0	-5.6	4.5	0.4	8.6	0.2	-1.5	10.4
CCCN(CCC)S(=O)(=O)c1cccc(C(=O)Nc2ccc3c(c2)OCO3)c1	.	0.2	5.0	.	1.8	-19.4	0.2	36.9	3.8[fluorescence artefact?]
COc1cc(-c2[nH]ncc2CN2CCN(Cc3cccs3)CC2)cc(OC)c1OC	.	10.2	-3.0	5.3	-0.1	-0.1	89.8*	-22.7	-1.5
CCN(CCCNC(=O)COc1cc(=O)n(C)c2ccccc12)c1cccc(C)c1	-38.5	0.3	-2.0	2.9	-0.5	6.6	-6.0	-24.2	-2.0
Cc1cccc(NC(=S)NCc2ccco2)n1	4.4	33.4	-4.2	5.8	-1.6	15.5	1.1	5.0	-7.0
C#CCn1c(S(=O)(=O)Cc2ccccc2Cl)nc(-c2ccccc2)c1-c1ccccc1	-4.2	2.5	-2.0	3.0	0.0	71.6*	.	-8.0	.
CC(C)C(NC(=O)C1CCCCC1)C(=O)Nc1ccccn1 (stereo not given)	3.1	0.5	-3.2	8.1	-0.4	6.8	-1.8	-23.5	-3.5
C/C(CC1CC(COCC(C)C)OC1=O)=N\NC(N)=S (stereo not given)	4.8	3.2	3.3	11.9	0.6	16.8	4.5	-12.2	-4.0
Cc1onc(-c2ccccc2)c1C(=O)N1CCN(CCc2ccccc2)CC1	-3.5	-0.1	-2.9	8.2	-0.2	19.4	-8.4	7.9	9.5
CCCCOC(=O)NC1CCS(=O)(=O)C1 (stereo not given)	-6.2	-17.4	2.2	6.8	1.3	8.2	-6.4	-1.8	-5.1
COc1cc(/C=N/NC(=O)COc2ccccc2C)ccc1OC(=O)c1cccs1	3.6	1.2	1.7	7.5	0.4	-5.1	9.5	-22.8	-0.8
Clc1cccc(/C=N/Nc2ncnc3ccccc23)c1	0.4	3.4	-20.0	6.5	1.3	-29.1	2.5[fluorescence artefact?]	4.2	-11.7[fluorescence artefact?]
CN(C)c1ccnc(-n2cccc2/C=N/OCc2ccc(F)cc2Cl)c1C#N	0.3	-0.9	-11.8	18.3	0.5	23.0	-0.1	-6.1	7.4
COC(=O)c1ccc(N2CCN(S(=O)(=O)c3ccc(C)cc3)CC2)c([N+](=O)[O-])c1	1.2	-0.2	-0.4	4.0	0.3	-25.1	0.8	22.7	7.8
CN1CC(=O)N(CC(=O)Nc2cccc(S(=O)(=O)N3CCOCC3)c2)C1=O	29.4	-8.7	1.3	3.7	0.7	9.7	0.2	-33.3	-14.9
CCOC(=O)c1c(C)nc2ccccc2c1C	0.8	2.9	-0.8	17.3	0.3	16.6	1.1	-11.4	21.8
O=C(Nc1nnc(CCN2CCOCC2)s1)c1ccccc1	-1.1	-1.8	-9.9	5.0	-0.7	12.4	6.6	-24.4	-4.3
O=C(O)C1CCCN1S(=O)(=O)c1ccc2ccccc2c1 (stereo not given)	2.5	-1.4	1.9	1.0	1.9	14.4	-2.3	5.9	2.8
CCOC(=O)c1c(O)c2cc(Cl)ccc2n(CC)c1=O	-5.8	-40.5	11.1	7.6	-0.3	20.1	2.1	12.6	7.7
CCN(CC)c1ccc(CNc2ccc(Br)cn2)cc1	5.5	2.4	-12.9	6.8	0.6	5.2	-1.0[fluorescence artefact?]	16.6	-5.3
CCOC(=O)c1cccc(C(=O)OCC)n1	-1.9	3.1	1.0	.	0.0	10.4	1.8	-11.0	2.6
CS(=O)(=O)N1CCc2cc(C(=O)N3CCCC3)ccc21	4.6	11.2	2.6	6.1	3.6	5.7	3.1	-14.6	-5.3
O=C(Nc1ncc2c(n1)-c1ccccc1CC2)c1ccccc1	4.3	1.3	-0.6	3.7	0.8	-36.5	1.2	5.8	-10.6
O=C(Cc1ccccc1)NCC(=O)Nc1cccc(Br)c1	-8.3	1.3	1.9	5.0	0.6	-38.8	1.0	-1.2	-9.3
CC(=O)Nc1ccc(Nc2c3ccccc3nc3ccccc23)cc1	16.0	12.8	6.0	4.3	31.3	-52.0	3.9	2.4	-2.8
CCN(CC)CC(=O)Nc1cccc2c1C(=O)c1ccccc1C2=O	3.0	30.0	-6.7	18.4	51.5	26.3	1.8	-6.9	0.3
COC(=O)COn1c(SC(C)C)nc2ccccc2c1=O	-1.9	-1.9	2.0	3.8	0.0	30.7	1.4	-8.3	3.4
Cc1ccc(NC(=O)CS(=O)CC(=O)N(C(C)C(=O)NC2CCCCC2)C(C)(C)C)cc1 (stereo not given)	2.9	21.2	-5.8	7.6	0.5	40.1	-1.6	-9.6	-0.1
O=c1oc(-c2ccccc2)nc2c1cnn2-c1ccccc1	4.7	1.5	-2.8	8.8	1.5	35.7	-0.3[fluorescence artefact?]	-10.4	8.4

Not all compounds are listed (hit frequency here may not be typical).
